Bioassay records (PubChem)
MC4R barr agon = activates human MC4R beta-arrestin recruitment. U2OS MC4R beta-arrestin complementation, luminescence; percent of melanotan II response, DMSO zero. activation, % at 8.9 µM. hit rate 0.98% among 360,000. AID 540308;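 active means activation above a per-plate cutoff, the mean activation of sample wells on that plate plus 3 SD, cut at about 8% in these data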
Glyco luc inh = N-linked glycosylation inhibition. D54 ERlucT glycosylation luciferase reporter, 24 h; percent of 100 nM tunicamycin response. reporter increase, % at 12.5 µM. hit rate 0.23% among 360,000. AID 588692;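 active means mean luciferase reporter signal, scaled so untreated is 0 and the glycosylation-blocking control 100, at or above a set limit in every replicate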;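 further: luciferase carries N-glycosylation sites so blocking glycosylation raises the light; 0% = median of neutral control wells and 100% = median of 100 nM tunicamycin wells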
MC4R antagonist = human MC4R antagonism in cAMP assay. P32245. MC4R-expressing cells, MTII-stimulated cAMP, LANCE TR-FRET. inhibition, % at 6.5 µM. hit rate 0.48% among 360,000. AID 540295;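 active means inhibition above its plate's cutoff, the mean of tested wells on that plate plus 3 SD, cut at about 29% in these data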;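 further: 0% = Melanotan II alone and 100% = Melanotan II plus saturating MCL0020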
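System: U2OS cells stably expressing human melanocortin 4 receptor (MC4R). Reagent: Melanotan II challenge after compound preincubation. Doses: 6.5 µM. Times: 30-min compound, 1-h challenge, 1-h detection, room temperature. Measured by: TR-FRET with Eu-cAMP and labeled anti-cAMP, 671 nm. Replicates: singlicate.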
ABHD5-PLIN5 inh = inhibitors of human ABHD5-perilipin-5 interaction; Q00G26+Q8WTS1; Split G. princeps luciferase complementation, luminescence, 4 h; inhibition, % at 4 µM; hit rate 0.78% among 360,000;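 active means inhibition above the mean inhibition across every tested compound plus 3 SD, cut at about 22% in these data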;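 further: 0% = DMSO only wells and the 100% control is not disclosed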
Vif imaging = blocks HIV Vif function; HEK293T cells, Vif self-association by quenched fluorescence, imaging, 24 h; inhibition, % at 7.49 µM; hit rate 0.35% among 340,000; in the data active means inhibition above about 50%, passing the limit was not always enough; further: some results filed as inactive read as strong as hits
Granule exo inh = lytic granule exocytosis inhibition; TALL-104 LAMP-1 surface exposure, flow cytometry; cells stimulated with thapsigargin and PMA; inhibition, % at 10 µM; hit rate 0.66% among 360,000; AID 651702;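 active means inhibition above about 55%, limit read from the data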
TLR9-MyD88 block = TLR9-MyD88 interaction inhibition | Q9NR96+Q99836 | CHO BLA complementation TLR9-MyD88, CCF4 FRET ratio | inhibition, % at 4.98 µM | hit rate 0.21% among 340,000;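 active means inhibition above the mean over all tested compounds plus 3 SD, cut at about 21% in these data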;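 further: 0% = DMSO only wells and 100% = clavulanate BLA inhibitor control wells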
NOD2-RIPK2 inh = inhibitors of human NOD2-RIPK2 interaction; CHO BLA complementation NOD2-RIPK2, CCF4 ratio; inhibition, % at 4.98 µM; hit rate 0.38% among 360,000; AID 624267; in the data active means inhibition above about 21%;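 further: 0% = vehicle only and 100% = reference blocker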
aDG glyco act = alpha-DG glycosylation activation; Pro5-aDG cells, alpha-DG glycosylation AlphaScreen (IIH6); 0% Pro5, 100% B10-LARGE cell signal; activation, % at 10 µM; hit rate 0.22% among 360,000; AID 624168;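 active means activation of at least 8% versus controls, or a plate z-score of at least 8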;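 further: Pro5 are CHO cells carrying HIG-tagged alpha-DG that lacks glycosylation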
ABCB6 inh MLPCN = blocks the human ABCB6 transporter; Q9NP58; K562-ABCB6 porphyrin accumulation, flow cytometry, 1 h; stronger effect = lower value; fluorescence ratio to DMSO, % at 10 µM; hit rate 0.19% among 360,000; AID 602162;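 active means fluorescence ratio to DMSO below 75%, the collection mean minus 3 SD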;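 further: signal is porphyrin accumulated inside mitochondria; 100% equals median channel fluorescence of DMSO control wells; lower ratio means ABCB6 inhibition with less porphyrin fluorescence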
The depositor's hits bear a star; . = not tested or not shown.

SMILES | MC4R barr agon | Glyco luc inh | MC4R antagonist | ABHD5-PLIN5 inh | Vif imaging | Granule exo inh | TLR9-MyD88 block | NOD2-RIPK2 inh | aDG glyco act | ABCB6 inh MLPCN
CCOC(=O)c1[nH]c2ccccc2c1NC(=O)NC1CCCCC1 | -1.0 | 2.3 | 0.1 | 11.4 | 3.0 | -0.6 | 3.5 | 0.7 | -0.3 | 91.0
CC1CC(C(F)(F)F)n2ncnc2N1 (configuration not stated) | -0.4 | -0.7 | 12.9 | 4.4 | -13.0 | -7.6 | -0.8 | 6.8 | -0.1 | 84.0
O=C(CNC(=O)c1cccc(OC(F)F)c1)OCn1nnc2ccccc2c1=O | -2.0 | -1.2 | 20.4 | -2.5 | -4.8 | -3.7 | -6.1 | -8.3 | -0.4 | 94.0
CC(C)c1ccc(C2C3=C(CC(C)(C)CC3=O)NC3=C2C(=O)c2ccccc23)cc1 (configuration not stated) | -2.8 | -3.4 | 3.9 | 29.3* | -3.8 | 18.0 | 1.8 | 4.5 | 1.3 | 95.0
Cc1occc1C(=O)NCc1nc(-c2ccccc2)no1 | -1.4 | -0.9 | -5.5 | -0.8 | -4.7 | -9.3 | 0.4 | -4.2 | 0.0 | 96.0
O=C(O)c1ccc(N/N=C/c2ccc3nccnc3c2)cc1 | -1.7 | -21.8 | -44.0 | 0.2 | -5.8 | -1.7 | 3.9 | -29.9 | 0.3 | 95.0
Cc1ccc(N2C(=O)C(F)(F)C2c2ccccc2)cc1 (configuration not stated) | -1.2 | 3.5 | 8.8 | -0.1 | 6.6 | 8.1 | 8.8 | -23.0 | -0.1 | 99.0
O=C(NCCc1ccco1)C(=O)NCC1OCCCN1S(=O)(=O)c1ccc(Cl)cc1 (configuration not stated) | 2.1 | -0.1 | 3.0 | 0.4 | 6.1 | -7.3 | 0.5 | -10.4 | -0.2 | 101.0
Cc1cc(C)n(-c2ccc(C(=O)NC3CCCCC3)cc2)n1 | -1.3 | -2.2 | 3.8 | -1.5 | 3.1 | -1.8 | -5.0 | 3.9 | -0.1 | 93.0
CC1CCN(S(=O)(=O)c2ccc(C(=O)OC(C)C(=O)NC3CCCCC3C)cc2)CC1 (configuration not stated) | -1.2 | -0.8 | 0.4 | -1.4 | 1.3 | -1.1 | 11.2 | -5.7 | -0.2 | 94.0
COc1ccc(C2C(C#N)=C(N)N(c3sc4c(c3C#N)CCCC4)C3=C2C(=O)CC(C)(C)C3)cc1OC (configuration not stated) | 0.2 | -3.5 | 7.7 | -4.2 | -6.2 | -1.0 | -6.1 | -4.2 | -0.4 | 104.0
CC(C)CNC(=O)COC(=O)C1c2ccccc2Oc2ccccc21 | 0.1 | 1.0 | 7.0 | 4.1 | -1.4 | -5.9 | -0.5 | -2.5 | 0.3 | 106.0
CCc1ccc(C(=O)NNc2ccc(F)cc2F)cc1 | 0.0 | 0.5 | 4.7 | -0.9 | -3.3 | -0.5 | 6.7 | 0.5 | 0.0 | 97.0
Nc1ccc2nc(SCc3cccc(F)c3)sc2c1 | -0.7 | -2.7 | 3.1 | -12.6 | 8.8 | 1.8 | 8.0 | -7.9 | -0.2 | 102.0
COc1ccc(C(=O)N2CCC(n3nccc3NC(=O)C3CC3)CC2)cc1F | -1.2 | 0.7 | 7.2 | 1.5 | 2.8 | 0.1 | 2.4 | -3.0 | -0.4 | 100.0
COc1ccccc1CCC(=O)OCC(=O)NC1CCCC1 | -1.4 | 0.0 | 10.4 | 7.3 | -14.2 | 3.6 | -4.5 | 3.1 | -0.2 | 97.0
CCOc1ccc(N(CC(=O)NCc2ccc3c(c2)OCO3)C(=O)c2csnn2)cc1 | -1.3 | -1.1 | -3.1 | -6.1 | -3.4 | 8.7 | 0.3 | 1.2 | 0.0 | 95.0
CCOC(=O)c1cc(C#N)c(SCc2ccc(C#N)cc2)nc1C | -1.3 | -1.1 | -36.8 | 0.9 | -25.2 | -0.1 | 1.6 | 3.8 | 0.3 | 97.0
CCCS(=O)(=O)N1CCC(C(=O)NCCCN2CCCC2=O)CC1 | -0.3 | 0.8 | 5.2 | -10.4 | -2.0 | -1.4 | 9.7 | 4.5 | 0.2 | 112.0
CN(C)CCNC(=O)c1cccc(S(=O)(=O)Nc2ccc(F)cc2)c1 | 0.9 | 0.0 | -7.2 | 4.1 | 0.9 | 1.6 | -11.6 | -20.5 | -0.2 | 102.0
O=C(CCCN1C(=O)/C(=C/c2cccs2)SC1=S)Nc1cccc(O)c1 | -0.3 | -0.8 | 3.3 | -1.5 | -1.7 | 17.4 | 7.4 | -9.9 | 0.1 | 107.0
COc1ccc(-c2csc(NC(=O)C3=COCCO3)n2)c(OC)c1 | -2.7 | 3.2 | 1.5 | 14.1 | 2.9 | -1.0 | 2.1 | -2.6 | 1.4 | 102.0
O=C(CSc1nc2[nH]ncc2c(=O)[nH]1)N1CCCCC1 | 5.7 | 2.6 | -5.3 | 12.5 | 0.0 | -4.6 | 0.2 | -64.7 | 0.0 | 100.0
O=C(N/N=C(/CC(=O)c1cccs1)C(F)(F)F)c1ccc(O)cc1 | -0.1 | 1.5 | 4.5 | -0.5 | 0.4 | -5.8 | -2.6 | -4.3 | -0.4 | 100.0
CCOC(=O)c1cccc(NC(=O)C2(S(=O)(=O)c3ccc(Cl)cc3)CC2)c1 | 4.5 | -2.1 | -2.7 | -5.6 | -11.2 | -2.0 | -9.4 | 0.3 | 0.1 | 101.0

Continued.
SMILES | MC4R barr agon | Glyco luc inh | MC4R antagonist | ABHD5-PLIN5 inh | Vif imaging | Granule exo inh | TLR9-MyD88 block | NOD2-RIPK2 inh | aDG glyco act | ABCB6 inh MLPCN
COc1ccc(NC(=O)Nc2nnc(N3CCCCC3C)s2)cc1OC (configuration not stated) | -2.2 | 1.7 | 7.5 | 6.7 | -0.1 | -3.8 | -2.3 | -5.0 | -0.1 | 98.0
COCCN(C(=O)COC(=O)/C=C/c1cccc(C(F)(F)F)c1)c1c(N)n(CC(C)C)c(=O)[nH]c1=O | -2.8 | 0.2 | -2.0 | -8.7 | -5.6 | -1.4 | -6.3 | -3.7 | -0.2 | 99.0
CCCCOP(=O)(c1ccc(N(C)C)cc1)C(O)c1ccc(OC)cc1 (configuration not stated) | -2.6 | -0.1 | 9.8 | -3.1 | -0.3 | 7.9 | 2.9 | -1.1 | -0.1 | 97.0
C/C=C(\C)CN1CCN(c2ccccc2F)CC1 | -0.4 | 0.1 | -1.1 | -5.1 | 2.4 | -2.9 | -8.6 | 11.3 | 0.0 | 99.0
Cc1ccnc(NC(=O)c2ccc(S(=O)(=O)c3ccccc3)cc2)c1 | -1.3 | 0.7 | 2.7 | -1.7 | 1.6 | -3.6 | -6.6 | -15.6 | -0.2 | 102.0
CCCNC(=O)CN(Cc1ccco1)S(=O)(=O)c1ccc(OCC)cc1 | -1.2 | -0.5 | 0.6 | -1.4 | -6.0 | -5.6 | -8.0 | 3.1 | 0.2 | 103.0
COC1C=CC=C(C)C(=O)NC2=CC(=O)C(N)=C(CC(C)CC(OC)C(O)C(C)C=C(C)C1OC(N)=O)C2=O (configuration not stated) | -2.8 | -8.3 | -26.3 | -11.8 | -7.8 | -8.8 | 24.3* | 12.8 | -0.2 | 87.0
CCc1cc2c(NC(Cc3c[nH]c4ccccc34)C(=O)O)nc(C)nc2s1 (configuration not stated) | 0.1 | 2.5 | 11.6 | -0.6 | 12.6 | -3.6 | 8.0 | -5.5 | -0.1 | 98.0
CN(C)S(=O)(=O)c1cccc(NC(=O)C2Cc3ccccc3CN2C(=O)c2ccco2)c1 (configuration not stated) | 4.3 | 2.9 | 5.4 | 9.9 | -7.1 | 4.6 | 4.0 | -4.8 | -0.1 | 93.0
CC1=NN(S(=O)(=O)c2ccc(C)cc2)C(=O)c2ccccc2O1 | -1.5 | 0.1 | 12.1 | -4.0 | 0.5 | -0.1 | 8.4 | 4.3 | -0.1 | 98.0
CC(C)CC1(C(=O)NCc2cc(F)cc(C(F)(F)F)c2)C=CCN1C(=O)c1ccccc1 (configuration not stated) | 2.7 | -1.8 | 4.5 | 1.1 | -3.7 | -7.1 | 0.1 | -13.1 | 0.1 | 85.0
COc1cc2c(cc1OC)C(C)N(C(=O)C1COc3ccccc3O1)CC2 (configuration not stated) | -1.3 | -3.6 | 1.2 | -1.3 | 0.1 | -2.1 | -1.7 | -8.5 | 0.2 | 100.0
CC(/C=C/C1[C@H](C)C[C@H](O[C@@H]2O[C@H](CO)[C@@H](O)[C@H](O)[C@H]2O)CC1(C)C)O[C@H]1O[C@H](CO)[C@@H](O)[C@H](O)[C@H]1O (some centres not stated) | -1.9 | 3.7 | 5.3 | -3.0 | -1.4 | -4.0 | -6.2 | 5.1 | -0.1 | 103.0
C#CCOCCOCCOCCNc1nc(N2CCN(C(=O)[C@H](CCCN=C(N)N)n3cc(C(N)[C@@H](C)CC)nn3)CC2)nc(N2CCN(C(=O)[C@H](CCC(=O)O)n3cc([C@@H](N)CCCCN)nn3)CC2)n1 (some centres not stated) | -1.1 | 0.9 | -3.0 | 5.0 | -5.3 | -0.2 | 6.9 | -0.7 | 0.2 | 97.0
CN(CC(=O)Nc1nc2ccccc2s1)S(=O)(=O)c1ccc(Cl)cc1 | 7.2 | -0.6 | -4.5 | 2.6 | -0.8 | -1.8 | -1.5 | 3.7 | 0.1 | 95.0
COc1ccc(/C=N/N(Cc2ccccc2)c2ccccc2)cc1O | -0.5 | -3.0 | 17.8 | -2.2 | -6.0 | 1.8 | 0.7 | 2.7 | -0.3 | 97.0
Cc1ccc(SCCC(=O)NNC(=O)c2ccccc2F)cc1 | 0.2 | -0.8 | 4.4 | 1.9 | -3.5 | -2.4 | -7.7 | 0.6 | 0.3 | 98.0
O=C(Nc1c2c(nn1-c1ccc(F)cc1)CS(=O)(=O)C2)c1ccc2c(c1)OCO2 | -2.0 | -0.5 | 5.8 | -5.2 | -4.6 | 4.3 | -2.8 | -2.5 | -0.1 | 99.0
CCN(CC)S(=O)(=O)c1cc(C(=O)OCC(=O)NC2CCCc3ccccc32)ccc1C (configuration not stated) | 3.0 | 0.9 | 7.1 | 5.0 | . | -1.1 | -13.5 | -9.2 | 0.1 | 98.0
O=C(OCCSCCOC(=O)C1CC=CCC1)C1CC=CCC1 (configuration not stated) | 3.9 | -2.7 | 0.9 | 2.8 | 13.2 | 35.6 | 11.1 | 2.9 | 0.2 | 101.0
COc1cccc(CNC(=O)CCC2CCCN(C(=O)c3ccoc3)C2)c1 (configuration not stated) | -0.7 | -2.3 | 3.4 | -0.8 | 4.9 | 0.9 | -8.4 | -5.6 | -0.3 | 98.0
Cc1nnc(SCC2=C(C(=O)O)N3C(=O)C(NC(=O)c4cccc(F)c4F)C3SC2)s1 (configuration not stated) | -4.7 | 2.5 | 2.6 | 5.0 | -1.5 | -1.2 | 13.2 | -1.6 | -0.2 | 99.0
CCC(=O)NC(=S)Nc1cccc(NC(=O)c2ccccc2Cl)c1 | -1.0 | 1.7 | 9.8 | -1.5 | -2.1 | -1.1 | -4.7 | 0.5 | 0.4 | 99.0

Not all compounds are listed, so the mix of outcomes need not match the whole.
